Tb PFK inh: qHTS Assay to Find Inhibitors of T. brucei phosphofructokinase | Potency, µM (titrated, usually from 57.5 µM), inactives show at the highest dose activity, negative = inhibition, hits mostly inhibitors | 0.17% of 330,000 active | T. brucei PFK, ADP-Glo luminescence | AID 485367, 2010 | ATP-dependent 6-phosphofructokinase (Trypanosoma brucei brucei), O15648;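 also: potency is read from the fitted curve at half-maximal effect; 0% = uninhibited 1x PFK enzyme wells and -100% = no-enzyme wells; nearly all actives have a fitted effect of over 60% in size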
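In TEA buffer at pH 8.0 with 5 mM MgCl2, enzyme (1.25 nM) converted F6P (0.5 mM) and ATP (0.1 mM) for 45 min at room temperature. ADP product was read by luciferase luminescence.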
a7 integrin act: qHTS for Activators of Integrin-Mediated Alleviation for Muscular Dystrophy; alpha7betagal myoblasts, beta-gal FDG fluorescence, 48 h; Potency, µM (titrated, usually from 38.3 µM), inactives show at the highest dose activation, usual class: activators; 0.064% of 350,000 active;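 also: potency is read from the fitted curve at half-maximal effect; 100% = response of the positive control SU9516; nearly all actives have a fitted effect of over 60% in size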
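alpha7betagal+/- myoblasts (passage 13, 250/well) treated 48 h at 37C with compounds at 1:260 dilution of DMSO stock. Lysed, then beta-galactosidase activity read as FDG fluorescence (ex 480/em 540) after 30 min, with pre-read for autofluorescence.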
Chronic BCR inh: qHTS Assay to Find Inhibitors of Chronic Active B-Cell Receptor Signaling; ABC-DLBCL IkBa-CBG/CBR reporter, luminescence ratio, 4 h; Potency, µM (doses to about 46.1 µM), for inactives: at the top dose ratio change, negative = lower green/red ratio, hits mostly inhibitors; 0.05% of 340,000 active; AID 493014, 2011; active = well fitted inhibition curve with a large enough effect in the signal ratio, with a control signal flat, not every such curve was filed as active; inconclusive = small, poorly fitted or top-dose-only effect, or effect the other way, or a change in a side signal; the % refers to the signal ratio;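 also: potency is read from the fitted curve at half-maximal effect; plate controls were basal doxycycline-induced cells for no effect and cells given 10 µM MG132 for full effect; MG132 reads +100%, hits lower the ratio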
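Doxycycline induced both beetle luciferases in TMD8 lymphoma cells; IKK-driven degradation limits the IkappaBalpha-fused green signal, while red luminescence normalises for cell number and nonspecific effects. Compounds tested up to 46 uM, 4 hrs.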
GALK inh: qHTS Assay for Inhibitors of Human Galactokinase (GALK). Purified GALK, Kinase-Glo residual ATP luminescence. 0.007% of 270,000 active. Potency, µM (highest dose often 57.5 µM), inactives show top-dose activity change, negative = inhibition, hits mostly inhibitors; also: potency is read from the fitted curve at half-maximal effect; % is scaled to controls: 0 for no effect and ±100 for the full control effect
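Human GALK (5 nM) with 35 uM ATP and 100 uM galactose in 20 mM HEPES pH 8.0, 5 mM MgCl2, 60 mM NaCl, 1 mM DTT, 0.01% BSA. After 1 h at room temperature, leftover ATP was read by Kinase-Glo Plus luminescence.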
PTAP TSG101 blk: qHTS Assay for Iinhibitors of HIV-1 Budding by Blocking the Interaction of PTAP/TSG101. Tumor susceptibility gene 101 protein (Homo sapiens), Q99816. Potency, µM (top dose mostly 115 µM), without a hit: top-dose activity change, negative = inhibition, usual class: inhibitors. Fluorescence polarization, FITC-PTAP peptide / Tsg101 binding. 340,000 tested, under 10 active; active = well fitted inhibition curve with a large enough effect in the main read-out, with a control signal flat, not every such curve was filed as active; inconclusive = small, poorly fitted or top-dose-only effect, or effect the other way, or a change in a side signal; inactive = no such curve, though single readings can be large or run the other way; also: potency is read from the fitted curve at half-maximal effect; % of control where 0% means no effect
Target sequence (Q99816 whole entry, looked up): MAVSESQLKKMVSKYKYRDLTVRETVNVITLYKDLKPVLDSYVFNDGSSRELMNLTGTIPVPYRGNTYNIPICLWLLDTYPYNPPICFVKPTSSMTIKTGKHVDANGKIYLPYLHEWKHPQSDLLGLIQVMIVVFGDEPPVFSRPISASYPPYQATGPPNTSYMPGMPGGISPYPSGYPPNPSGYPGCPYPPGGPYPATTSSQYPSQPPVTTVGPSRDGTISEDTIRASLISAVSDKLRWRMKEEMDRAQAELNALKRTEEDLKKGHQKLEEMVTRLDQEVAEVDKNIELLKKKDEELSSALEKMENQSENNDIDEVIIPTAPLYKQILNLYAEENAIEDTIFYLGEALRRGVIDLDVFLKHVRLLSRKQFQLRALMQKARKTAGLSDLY
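Steps: Tsg101 binding domain dispensed (10 uM final), compounds pinned in DMSO, FITC-labeled PTAP-motif peptide added (50 nM final); after 20 min binding at room temperature, polarization measured.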
B2AR arrestin: qHTS assay of beta-arrestin-biased ligands of beta2-adrenergic receptor; 0.02% of 330,000 active; Potency, µM (doses to about 46.1 µM), without a hit: at the top dose activation, actives largely listed as activators; beta-arrestin recruitment to beta2AR, cell-based reporter; AID 492947, 2010;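 also: potency is read from the fitted curve at half-maximal effect; 0% = DMSO controls and full agonism = EC100 isoproterenol or metaproterenol; nearly all actives have a fitted effect of over 65% in size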
Target sequence (P07550 whole entry, looked up): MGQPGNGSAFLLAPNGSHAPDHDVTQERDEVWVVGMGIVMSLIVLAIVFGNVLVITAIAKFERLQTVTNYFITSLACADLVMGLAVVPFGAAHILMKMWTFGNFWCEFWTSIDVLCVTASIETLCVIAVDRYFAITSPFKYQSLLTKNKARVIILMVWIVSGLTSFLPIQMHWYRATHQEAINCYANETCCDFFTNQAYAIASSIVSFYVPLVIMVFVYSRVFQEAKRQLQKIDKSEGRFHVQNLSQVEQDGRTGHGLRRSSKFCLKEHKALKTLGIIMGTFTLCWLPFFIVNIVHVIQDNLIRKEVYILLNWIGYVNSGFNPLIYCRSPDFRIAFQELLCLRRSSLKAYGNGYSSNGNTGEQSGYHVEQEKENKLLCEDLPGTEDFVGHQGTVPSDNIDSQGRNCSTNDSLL
Menin MLL FP TR: qHTS Assay for Inhibitors Targeting the Menin-MLL Interaction in MLL Related Leukemias: Competition With Texas Red Labeled MLL-derived Mutant Peptide. 0.23% of 270,000 active. Menin + Texas Red MLL mutant peptide, fluorescence polarization. Potency, µM (top dose mostly 61.6 µM), for the others: at the highest dose FP activity change, negative = inhibition, hits mostly inhibitors. AID 1768, 2009. O00255; active = well fitted inhibition curve with a large enough effect in the polarisation, with a control signal flat, not every such curve was filed as active; inconclusive = small, poorly fitted or top-dose-only effect, or effect the other way, or a change in a side signal; inactive = no such curve, though single readings can be large or run the other way; the % refers to the polarisation; also: potency is read from the fitted curve at half-maximal effect; % of control where 0% means no effect; many of its hits are not listed in these tables
PKM2 act: qHTS Assay for Activators of Human Muscle isoform 2 Pyruvate Kinase | Potency, µM (top dose mostly 57.5 µM), inactives show at the highest dose activation, actives largely listed as activators | purified PKM2, Kinase-Glo ATP luminescence, activation; response scale: 0% is enzyme alone, no compound | 0.34% of 260,000 active; also: potency is read from the fitted curve at half-maximal effect; % is scaled to controls: 0 for no effect and ±100 for the full control effect; nearly all actives have a fitted effect of over 55% in size
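Kinase-Glo luminescence reports ATP generated from ADP (0.1 mM) and PEP (0.5 mM) by purified hPK-M2 after 1 h at room temperature, pH 7.2 imidazole buffer; intermediate enzyme activity allows detecting inhibitors and activators.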
Coupling enz: qHTS Assay for Inhibitors of Fructose-1,6-bisphosphate Aldolase from Giardia Lamblia: Coupling assay counterscreen | AID 2472, 2010 | activity change, negative = inhibition, % at 58.2 µM, hits read low | 0.67% of 290,000 active | coupling enzyme system counterscreen, AmpLite Red fluorescence; in the data active = activity change below about -30%; also: % is scaled to controls: 0 for no effect and ±100 for the full control effect
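Counterscreen of the coupled detection system alone, without aldolase: glyceraldehyde-3-phosphate coupling enzymes plus AmpLite Red readout. Compounds at 57.5 uM final, 10 min RT preincubation, 20 min RT reaction, fluorescence 525/598 nm.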
ASM inhibitor: Inhibitors of Secretory Acid Sphingomyelinase (S-ASM): qHTS; Sphingomyelin phosphodiesterase (Homo sapiens), P17405; placental ASM, HMU-PC fluorogenic substrate, 60 min; Potency, µM (top dose mostly 57.5 µM), inactives show at the highest dose activity change, negative = inhibition, usual class: inhibitors; 0.006% of 340,000 active; AID 504937, 2011; also: potency is read from the fitted curve at half-maximal effect
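Fluorogenic HMU-PC substrate (9 uM final) is turned over by placental ASM in 60 min at 37 C after a 10 min compound preincubation. Reaction ended by alkaline stop (pH 10), with fluorescence read at 386/447 nm.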
Giardia kill: Small Molecules that selectively kill Giardia lamblia: qHTS | Giardia lamblia trophozoite viability | activity change, % at 7.66 µM, hits read low | 0.15% of 340,000 active; in the data active = activity change below about -80%; inconclusive = between about -30% and that limit;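 also: parasites exposed to compound for two days anaerobically before the ATP read; % is scaled to controls: 0 for no effect and ±100 for the full control effect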
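Killing of trophozoites was scored by loss of ATP luminescence after a 48 hrs anaerobic exposure to compounds at 37 deg C, using 100 cells per well.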
An asterisk follows results filed as active; ? = inconclusive; / = not tested or not shown; [ ] = remark or other dose. Unless noted, calls follow the shape of the dose curve; as a rule, active = well fitted curve in the direction sought with a large enough effect; inconclusive = small, poorly fitted or top-dose-only effect, or another doubt; inactive = no such curve, though single readings can be large; an effect the other way counts as inactive or inconclusive. An excerpt. The share of hits here may be higher or lower than overall.

SMILES	Tb PFK inh	a7 integrin act	Chronic BCR inh	GALK inh	PTAP TSG101 blk	B2AR arrestin	Menin MLL FP TR	PKM2 act	Coupling enz	ASM inhibitor	Giardia kill
COc1ccc(OC)c(NC(=O)CSc2sc3c(O)cc(=O)[nH]c3c2C#N)c1	1%	7%	3%	-1%	-2%	-0.7%	?	7%	0	-1%	14
COc1cc(NC(=O)COc2cc3oc(=O)cc(C)c3cc2Cl)cc(OC)c1OC	4%	0%	-7%	8%	-5%	0.1%	5%	/	1	3%	-9
O=C(C/C=N/OCc1c(Cl)cccc1Cl)c1ccc(Cl)cc1	6%	17%	0%	-1%	-8%	0.1%	23%	4%	1	-1%	6
CCn1c(/C=C/c2ccccc2Cl)nc2ccccc2c1=O	1%	-27%	?	2%	0%	-0.3%	12%	/	-1	-3%	-17
COc1ccc(N2CC(=O)N(c3ccc(OC)c(OC)c3)CC2=O)cc1OC	4%	15%	-3%	3%	-2%	-0.4%	9%	-1%	2	3%	0
O=C(CN(CC1CCCO1)C(=O)CNS(=O)(=O)c1ccc(F)cc1)NCc1ccco1 (stereo not drawn)	-6%	2%	12%	4%	-1%	0.6%	9%	1%	5	-1%	7
Cc1cccc(OCC(=O)NCc2ccncc2)c1C	-1%	-5%	-8%	0%	0%	-0.1%	-13%	6%	5	6%	24
CCN1C(=O)CC(N2CCN(c3cccc(OC)c3)CC2)C1=O (stereo not drawn)	-6%	-8%	?	-1%	2%	0.5%	6%	0%	2	2%	-2
O=C(NCCN1CCCc2ccccc21)C1CCC(=O)N(CCc2ccccc2)C1 (stereo not drawn)	1%	3%	-1%	1%	2%	-1.1%	/	1%	/	-1%	6
COc1ccc(C(=O)NCc2nnc(SCC(=O)NCc3ccc(F)cc3)o2)cc1	-1%	26%	-27%	-2%	-7%	-0.2%	/	-2%	2	3%	35[activator]
CCCOc1ccc(C2=CSC3=NCCN23)cc1[N+](=O)[O-]	4%	-16%	1%	-1%	1%	0.5%	-15%	/	-4	-2%	3
CCN(CC)S(=O)(=O)c1ccc(N2CCOCC2)c(NC(=O)C23CC4CC(CC(Cl)(C4)C2)C3)c1	-1%	-36%	?	2%	-3%	-1.5%	8%	-1%	-6	1%	1
CC(C)(C)C(=O)n1nc(-c2ccccc2)oc1=O	4%	3%	-5%	1%	-7%	-0.2%	0%	-5%	3	4%	22
NC(=O)[C@@H]1CCCCNc2c(F)cc([N+](=O)[O-])cc2C(=O)N[C@@H](CCCN=C(N)N)C(=O)NCC(=O)N1	-3%	25%	3%	/	-3%	-0.3%	-10%	-1%	1	-5%	-16
CN(C)C1=NC[C@H](Cc2ccccc2)N1CC1CCCCCC1	0%	-32%	-14%	/	1%	-0.7%	/	/	/	2%	-29
O=C(Oc1c(-c2ccccc2)c(=O)n2c3c(cccc13)CC2)c1ccc(F)cc1	-16%	-7%	-7%	5%	0%	-1.1%	/	-6%	4	-13%	10
CC(C)NC(=O)N(C)C[C@@H]1Oc2c(NC(=O)Nc3ccccc3)cccc2C(=O)N([C@H](C)CO)C[C@H]1C	3%	-12%	-4%	/	-2%	-1.2%	/	/	/	3%	0
O=C1/C(=C\c2ccc(O)cc2)SC(=S)N1Cc1ccccc1	-1%	-48%[inhibitor]	?	5%	12%	-0.1%	?	-11%[11.5 µM]	2	?	53[activator]
O=C(O)C1CCCCC1C(=O)Nc1cccc(Br)c1 (stereo not drawn)	17µM*	-2%	4%	/	-7%	-0.6%	/	/	/	3%	-11
O=C(Nc1ccc(F)cc1F)c1cc(=O)n(-c2ccccc2)c(=O)[nH]1	0%	5%	-2%	1%	1%	-0.1%	-12%	7%	-4	-1%	18

Fetched one by one from above:
SMILES	Tb PFK inh	a7 integrin act	Chronic BCR inh	GALK inh	PTAP TSG101 blk	B2AR arrestin	Menin MLL FP TR	PKM2 act	Coupling enz	ASM inhibitor	Giardia kill
O=C(NCCN1CCCc2ccccc21)C1CCC(=O)N(CCc2ccccc2)C1 (stereo not drawn)	1%	3%	-1%	1%	2%	-1.1%	/	1%	/	-1%	6
NC(=O)[C@@H]1CCCCNc2c(F)cc([N+](=O)[O-])cc2C(=O)N[C@@H](CCCN=C(N)N)C(=O)NCC(=O)N1	-3%	25%	3%	/	-3%	-0.3%	-10%	-1%	1	-5%	-16
CCN1C(=O)CC(N2CCN(c3cccc(OC)c3)CC2)C1=O (stereo not drawn)	-6%	-8%	?	-1%	2%	0.5%	6%	0%	2	2%	-2
COc1ccc(N2CC(=O)N(c3ccc(OC)c(OC)c3)CC2=O)cc1OC	4%	15%	-3%	3%	-2%	-0.4%	9%	-1%	2	3%	0

Further records:
SMILES	Tb PFK inh	a7 integrin act	Chronic BCR inh	GALK inh	PTAP TSG101 blk	B2AR arrestin	Menin MLL FP TR	PKM2 act	Coupling enz	ASM inhibitor	Giardia kill
COCCNC(=O)c1cnn2c1NC(c1ccco1)CC2C(F)(F)F (stereo not drawn)	0%	13%	-8%	1%	-5%	-0.8%	-2%	17%	1	2%	27
Cc1ccc([C@@H]2CC=C(C(=O)O)[C@H](c3ccccc3)N2S(=O)(=O)c2ccccc2C)cc1	6%	-9%	?	/	-4%	0.2%	/	/	/	1%	-26
CCOC(=O)c1ccccc1NC(=O)COC(=O)CCC1CCCC1	1%	-10%	5%	/	-2%	-0.1%	/	/	/	-8%	8
CC(=O)n1cc(/C=N/NC(=O)c2ccc(Cl)cc2)c2ccccc21	-11%	4%	-1%	2%	-3%	0.0%	?	/	1	-4%	32[activator]
COc1ccc(OC)c2[nH]c(C(=O)N/N=C/c3ccccc3O)cc12	1%	-41%	-11%	5%	-1%	-0.7%	?	/	1	-3%	12
Cc1ccccc1NC(=O)Cc1nc(COC(=O)c2cccc([N+](=O)[O-])c2)cs1	1%	8%	-1%	-6%	-4%	-0.3%	/	1%	/	-1%	-14
O=S(=O)(Nc1cc(S(=O)(=O)N2CCOCC2)ccc1NCC1CCCO1)c1ccc(F)cc1 (stereo not drawn)	-8%	2%	1%	/	-1%	0.4%	/	/	/	0%	-2
CCOC(=O)c1nn(-c2ccc(F)cc2)c(-c2ccccc2)c1C(=O)c1ccccc1	-2%	-6%	7%	6%	-4%	-3.4%	/	-7%	-6	-2%	-21
CCOc1cc(C(=O)NCC(=O)N/N=C/c2sccc2C)cc(OCC)c1OCC	-6%	-21%	4%	1%	-8%	-0.4%	24%	-6%	2	0%	-4
Cc1ccc(NC(=S)N(Cc2cccc(Br)c2)CC2CCC(C(=O)O)CC2)cc1Cl (stereo not drawn)	-4%	-9%	24%	-4%	-1%	0.1%	?	2%	0	-5%	-2
O=C(Nc1nc(-c2cc3ccccc3oc2=O)cs1)c1ccco1	-11%	29%	10%	-3%	-2%	-0.2%	?	9%	1	144%[activator]	9
O=C(Nc1ccc(OC(F)(F)F)cc1)c1ccc(S(=O)(=O)N2CCOCC2)o1	3%	24%	0%	/	0%	0.5%	/	-33%	0	-4%	17
O=C(c1cccc(Cl)c1)N1CCC(c2nc3ccccc3[nH]2)CC1	-2%	16%	12%	-2%	-1%	0.5%	6%	-2%	3	2%	-9
O=C(O)CSc1c(O)c2ccccc2[nH]c1=O	1%	-51%[inhibitor]	9%	-6%	-2%	0.0%	2%	-4%	-8	?	?
Fc1ccccc1-n1c(-c2ccc3ccccc3n2)n[nH]c1=S	-2%	6%	?	-1%	-13%	0.5%	-9%	-12%	-8	-3%	-12
O=C(Nc1nc2c(F)cccc2s1)c1ccco1	1%	19%	?	/	-4%	0.5%	10%	-7%	-2	1%	-16
CC1(c2nnc(-c3ccc(Cl)cc3)o2)CC(c2c(Cl)cccc2Cl)=NO1 (stereo not drawn)	0%	-4%	?	0%	-5%	-0.4%	/	-1%	-1	-6%	-6

Source: PubChem
